Rab9 promoter act – Rab9 promoter activation; 320,000 compounds, 2.8% hits; Huh7 Rab9 promoter-luciferase reporter, luminescence, 24 h; Potency, µM (highest dose often 9.22 µM), for the others: at the top dose activation, negative = inhibition, most hits filed as activators; further: % of control where 0% means no effect; nearly all actives have a fitted effect of over 60% in size
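Cells were plated at 1500 per well in reduced-serum medium with 10% FBS and left 2 h. Compound in DMSO was then added for 24 h at 37 °C. Reporter signal was read by luminescence after 10 min with luciferase detection reagent.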
VP16 counter – inhibits Gal4-VP16 luciferase reporter, ROR gamma counter-screen | AID 2546 | Potency, µM (doses to about 53.6 µM), without a hit: at the top dose activity, negative = inhibition, usual class: inhibitors | 310,000 compounds, 3.5% hits | Drosophila S2 Gal4-VP16 UAS-luciferase, luminescence, 20 h;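 further: Gal4-VP16 expression switched on by copper sulfate through the metallothionein promoter; on the % scale 0 is the no-effect control and ±100 the full control effect; nearly all actives have a fitted effect of over 50% in size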
uPA generation – blocks generation of uPA at the cell surface; cell surface uPA generation assay, qHTS; Potency, µM (highest dose often 38.3 µM), inactives show top-dose activity change, negative = inhibition, most hits filed as inhibitors; 330,000 compounds, 0.31% hits; AID 540303; active means well fitted inhibition curve with a large enough effect; inconclusive means small, poorly fitted or top-dose-only effect; inactive means no such curve, though single readings can be large or run the other way; tested in mouse RAW 264.7 cells; further: on the % scale 0 is the no-effect control and ±100 the full control effect; nearly all actives have a fitted effect of over 55% in size
NPC1 promoter act – NPC1 promoter activation | Huh7 NPC1 promoter luciferase reporter, 24 h | Potency, µM (highest dose often 9.22 µM), inactives show at the highest dose activation, most hits filed as activators | 320,000 compounds, 2.4% hits | AID 485313;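 further: % of control where 0% means no effect; nearly all actives have a fitted effect of over 60% in size; reporter is driven by a mutant NPC1 promoter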
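Stably transfected Huh7 (NPC1 promoter→luciferase), 1500 cells/well in Opti-MEM + 10% FBS, 2 h settle, then compound 24 h at 37 °C. Luminescence after 10 min with Amplite reagent.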
FLuc counter – firefly luciferase modulation, counter-screen for miR-21 project. P08659. purified FLuc, Km substrates, luminescence inhibition. Potency, µM (series often up to 57.5 µM), for the others: at the highest dose activity change, negative = inhibition, most hits filed as inhibitors. 360,000 compounds, 6.9% hits. AID 588342;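 further: plate controls were vehicle for no effect and reference inhibitor for full effect; nearly all actives have a fitted effect of over 55% in size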
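Biochemical qHTS of compounds, final roughly 60 µM downward over six points, against 10 nM purified firefly luciferase using Km concentrations of substrates (10 uM D-luciferin, 10 uM ATP) in Tris acetate pH 7.5 buffer; luminescence output.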
p53 reactivator – mutant p53 re-activation in reporter cells | H1299 p53-A138V BP100-luciferase reporter, luminescence, 24 h | Potency, µM (highest dose often 92.2 µM), for inactives: at the top dose activity change, positive = activation, most hits filed as activators | 320,000 compounds, 0.063% hits | AID 504706; further: % of control where 0% means no effect; nearly all actives have a fitted effect of over 45% in size
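H1299 (p53-null), stable ts p53-A138V + BP100-Luc; 1000 cells/well, Opti-MEM/10% FBS; cpd 4 pt, 1:5; 24 h, 37 deg C, 5% CO2; detection reagent 10 min RT; luminescence.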
BRCA1 expr up – BRCA1 expression activation | MCF7-BRCA1-FFLuc reporter, luminescence, 48 h; response scale: scaled: vehicle 0%, 10 µM genistein 100% | Potency, µM (series often up to 46.1 µM), without a hit: at the top dose activation, most hits filed as activators | 380,000 compounds, 1.1% hits | AID 624202; further: nearly all actives have a fitted effect of over 80% in size; some results filed as inactive show a strong effect at the top dose
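48 h compound treatment of MCF7-BRCA1-FFLuc cells (phenol-red free MEM, 37 °C), then 15 min with luciferase substrate and luminescence imaging.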
ELG1 genotoxic – inducers of genotoxicity in HEK293T ELG1-luciferase cells. 330,000 compounds, 1.3% hits. HEK293T ELG1-luciferase reporter, luminescence, 16 h. Potency, µM (top dose mostly 46 µM), for inactives: at the highest dose activity change, positive = activation, most hits filed as activators; further: % of control where 0% means no effect; nearly all actives have a fitted effect of over 60% in size
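Step 1: seed 2,000 HEK293T ELG1-luciferase cells per well. Step 2: add compound or DMSO, incubate 16 hr at 37 °C. Step 3: ONE-Glo, 30 min at room temperature, read luminescence.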
MBNL1 CUG block – MBNL1-poly(CUG) RNA binding inhibition; Q9NR56; TR-FRET MBNL1-His/biotin-(CUG)12 binding, 665/545 ratio; Potency, µM (doses to about 57.5 µM), inactives show at the top dose activity change, negative = inhibition, most hits filed as inhibitors; 280,000 compounds, 0.036% hits; AID 2675; active means well fitted inhibition curve with a large enough effect in the signal ratio, with a control signal flat, not every such curve was filed as active; inconclusive means small, poorly fitted or top-dose-only effect, or effect the other way, or a change in a side signal; inactive means no such curve, though single readings can be large or run the other way; the % refers to the signal ratio; further: on the % scale 0 is the no-effect control and ±100 the full control effect
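Compound titration spanned 92 nM–58 uM against the MBNL1-His/biotin-(CUG)12 complex. After 60 min at room temperature with 5 nM streptavidin-XL665 and 0.055 ng/ul terbium anti-His, ratiometric 665/545 nm emission (Ex 340 nm) normalized to controls.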
RORg inh – blocks mouse ROR gamma transcriptional activity. Drosophila S2 Gal4-RORgamma UAS-luciferase reporter, 20 h. P51450. AID 2551. Potency, µM (highest dose often 53.6 µM), for the others: top-dose activity change, negative = inhibition, usual class: inhibitors. 310,000 compounds, 5.4% hits; further: on the % scale 0 is the no-effect control and ±100 the full control effect; nearly all actives have a fitted effect of over 60% in size
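Schneider cells (Drosophila), stable Gal4 DBD–ROR gamma + UAS-luc; 1 hr cmpd preincubation; Cu2+ induction 700 uM final; 20 hr ambient; luminescence.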
CXXC DNA block – inhibitors of human MLL CXXC domain-DNA interaction; Q03164; MLL-CXXC / FITC-HOXA9 DNA fluorescence polarization; Potency, µM (titrated, usually from 115 µM), for inactives: at the highest dose activity change, negative = inhibition, most hits filed as inhibitors; 290,000 compounds, 0.037% hits; AID 2662; active means well fitted inhibition curve with a large enough effect in the polarisation, with a control signal flat, not every such curve was filed as active; inconclusive means small, poorly fitted or top-dose-only effect, or effect the other way, or a change in a side signal; inactive means no such curve, though single readings can be large or run the other way; the % refers to the polarisation
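Purified MLL-CXXC (added from a 7 uM solution) was preincubated 5 min at ambient with pinned compounds in 50 mM Tris-HCl pH 7.5, 50 mM NaCl, 1 mM DTT, 0.05% BSA. Fluorescein-labeled HOX-A9 DNA (50 nM solution) followed, 30 min, then polarization read.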
The depositor's hits bear a star; ? = inconclusive; · = not tested or not shown; [ ] = dose if it differs, or a comment. Unless noted, the call rests on the fitted dose curve; in most records, active means well fitted curve in the direction sought with a large enough effect; inconclusive means small, poorly fitted or top-dose-only effect, or another doubt; inactive means no such curve, though single readings can be large; an effect the other way counts as inactive or inconclusive. Potency means the concentration at half of the fitted maximal effect.

The line under a structure holds: Rab9 promoter act, VP16 counter, uPA generation, NPC1 promoter act, FLuc counter, p53 reactivator, BRCA1 expr up, ELG1 genotoxic, MBNL1 CUG block, RORg inh, CXXC DNA block
Cc1ccc(-c2nnn(CC(=O)N(c3ccccc3)C(C(=O)NC(C)(C)C)c3cccs3)n2)o1 (stereo not given)
    -1%, 6%, 1%, -2%, 0%, 9%, -15%, -2%, 29%, -19%, 2%
S=c1[nH]c2ccc(Cl)cc2s1
    0%, ?, 1%, 2%, ?, 0%, -17%, -3%, -3%, ?, 21%
COc1ccc(-c2cc(C(=O)N3CCN(c4ccccc4)CC3)no2)cc1OC
    1%, 0%, 7%, 1%, -6%, 3%, -15%, -6%, -14%, 26%, 2%
Cc1ccc(CONC(=O)c2cccc([N+](=O)[O-])c2)cc1
    -4%, ·, 12%, -2%, ?, 20%, 59%, 10%, ·, ·, ·
CC1N(C)c2cc(NC(=O)c3cccs3)c(P(=O)(Nc3ccc([N+](=O)[O-])cc3)N3CCOCC3)cc2C1(C)C (stereo not given)
    2%, -2%, -9%, -4%, -2%, 0%, -38%, -9%, 11%, ?, -4%
COc1ccc(/C(O)=C2/C(=O)C(=O)N(Cc3ccco3)C2c2cccs2)cc1 (stereo not given)
    0%, 1%, 0%, -5%, ?, -19%, 0%, 3%, -6%, 14%, -4%
COc1ccc(CC(NC(C)=O)C(=O)NC2CCN(c3nnnn3-c3ccccc3)CC2)cc1OC (stereo not given)
    -6%, 5%, ·, -1%, -2%, 0%, ·, 0%, 6%, -17%, -8%
CCc1ccc(-c2cn3c(n2)SCC3)cc1
    1.4µM*, 2%, -8%, 1.6µM*, 2.4µM*, 6%, 126%, ?, 11%, -34%, 5%
Cc1ccc(C(=O)O/N=C(\N)c2ccc(Br)cc2)cc1C
    18%, 10%, -2%, 13%, ?, 28%, 19%, 16µM*, -3%, 44%, 3%
O=C(CNc1ccccc1)NN=C1CCCC1
    -3%, -21%, 0%, 0%, -1%, -1%, 11%, 1%, -9%, 3%, 6%

(continued)
The line under a structure holds: Rab9 promoter act, VP16 counter, uPA generation, NPC1 promoter act, FLuc counter, p53 reactivator, BRCA1 expr up, ELG1 genotoxic, MBNL1 CUG block, RORg inh, CXXC DNA block
COC(=O)c1cc(C(=O)Nc2nc3ccccc3[nH]2)cc([N+](=O)[O-])c1
    4%, -24%, 3%, 17%, 4.8µM*, 16%, 71%, 0%, ?, 1.4µM*, 1%
COc1ccc(S(=O)(=O)Nc2cc3[nH]c(=O)oc3cc2C)cc1
    3%, -3%, ?, -4%, -1%, 0%, -29%, 0%, 2%, 41%, 4%
CN1CCN(C(=O)c2ccc3nc(-c4ccccc4)c(-c4ccccc4)nc3c2)CC1
    -2%, -19%, 8%, -3%, -3%, -3%, -25%, -4%, ?, -12%, -6%
CCOC(=O)CN(C(=O)COc1nc(-c2ccccc2)cc(C)c1C#N)c1ccc(F)cc1
    -1%, 7%, 4%, 3%, 2%, 12%, -6%, -2%, -1%, 22%, -2%
O=C(O)C1CCN(C(=O)COc2ccc3c4c(c(=O)oc3c2)CCCC4)CC1
    -7%, -9%, 7%, 0%, -21%, ·, 8%, 2%, 15%, -20%, -10%
COc1cccc(CN2CCN(Cc3cccc4nonc34)CC2CCO)c1 (stereo not given)
    -4%, -11%, -1%, -4%, 1%, 5%, -7%, -1%, 5%, 4%, 9%
NNC(=S)NCc1ccc2c(c1)OCO2
    -3%, 8.9µM*, 5%, -1%, 0%, 4%, -29%, -1%, -6%, 7.9µM*, -5%
COc1ccc(C(O)c2nc3ccccc3n2C(C)C)cc1 (stereo not given)
    -5%, -7%, -11%, -9%, -1%, -1%, -25%, -4%, -9%, -41%, 2%
Cc1ccc(N=Cc2c(O)[nH]c3ccccc23)c([N+](=O)[O-])c1
    0.56µM*, 15%, 7%, ?, ?, 6%, ?, ?, 10%, 1%, -9%
CCNC(=S)/C(=C(/[O-])c1ccc([N+](=O)[O-])cc1)[n+]1ccccc1
    -2%, 6%, 4%, -4%, -1%, 14%, 0%, 0%, ·, 16%, 2%

Looked up by compound from the list above, four records:
The line under a structure holds: Rab9 promoter act, VP16 counter, uPA generation, NPC1 promoter act, FLuc counter, p53 reactivator, BRCA1 expr up, ELG1 genotoxic, MBNL1 CUG block, RORg inh, CXXC DNA block
Cc1ccc(-c2nnn(CC(=O)N(c3ccccc3)C(C(=O)NC(C)(C)C)c3cccs3)n2)o1 (stereo not given)
    -1%, 6%, 1%, -2%, 0%, 9%, -15%, -2%, 29%, -19%, 2%
CCOC(=O)CN(C(=O)COc1nc(-c2ccccc2)cc(C)c1C#N)c1ccc(F)cc1
    -1%, 7%, 4%, 3%, 2%, 12%, -6%, -2%, -1%, 22%, -2%
S=c1[nH]c2ccc(Cl)cc2s1
    0%, ?, 1%, 2%, ?, 0%, -17%, -3%, -3%, ?, 21%
O=C(CNc1ccccc1)NN=C1CCCC1
    -3%, -21%, 0%, 0%, -1%, -1%, 11%, 1%, -9%, 3%, 6%

Next compounds
SMILES	Rab9 promoter act	VP16 counter	uPA generation	NPC1 promoter act	FLuc counter	p53 reactivator	BRCA1 expr up	ELG1 genotoxic	MBNL1 CUG block	RORg inh	CXXC DNA block
CC(C)c1ccc(NC(=O)C(c2ccc3c(c2)OCO3)N2CCN(C(=O)c3ccco3)CC2)cc1 (stereo not given)	1%	3%	-4%	0%	1%	-3%	-53%	2%	2%	-29%	14%
CC1(C)CC(=O)C=C(c2cccc(O)c2)C1=O	1%	·	-7%	-1%	5%	-8%	-2%	4%	·	·	·
Cc1cc(=O)oc2cc(NC(=O)C3CCCC3)ccc12	25%	-8%	-2%	25%	-12%	-2%	35%	?	0%	13%	-17%
CCCOc1ccc([N+](=O)[O-])cc1C1NC(=S)NC(c2ccccc2)=C1C(=O)OCC (stereo not given)	?	20µM*	15%	-3%	2%	-4%	-19%	-5%	1%	6.3µM*	20%
O=C1c2ccccc2C(=O)N1CCN1CCc2ccccc21	?	0%	4%	?	13µM*	?	?	?	6%	-3%	15%
Fc1ccc(CNC(=S)NC2CCCCCC2)cc1	-1%	11µM*	4%	-6%	-5%	-2%	0%	-7%	-3%	6.3µM*	0%
Cc1ccc(S(=O)(=O)CC(=O)Nc2ccc3nc(C)sc3c2)cc1	-2%	0%	5%	-1%	1%	-4%	0%	-1%[9.26 µM]	-16%	6%	20%
CC1=CSC2=NC(C(F)(F)F)(C(F)(F)F)NC(=O)N12	11%	4%	-5%	1%	-2%	-1%	14%	1%	·	3%	5%

Following part:
SMILES	Rab9 promoter act	VP16 counter	uPA generation	NPC1 promoter act	FLuc counter	p53 reactivator	BRCA1 expr up	ELG1 genotoxic	MBNL1 CUG block	RORg inh	CXXC DNA block
CCOC(=O)COc1ccc2c(C)cc(=O)oc2c1C(=O)c1ccccc1	-5%	8%	5%	-7%	0%	-5%	-40%	4%	-4%	1%	14%
c1ccc(CSc2nnc(-c3cccnc3)o2)cc1	?	?	0%	?	?	?	7.9µM*	?	0%	-1%	9%
CCn1c(SCC(=O)N/N=C(/C)c2ccncc2)nc2ccccc21	-4%	-1%	1%	-4%	0%	-5%	-40%	-2%	-6%	-22%	-10%
CCNc1nc(NCc2ccccc2)nc(Oc2ccc(=O)[nH]n2)n1	0%	4%	-3%	-4%	6%	-5%	-10%	-2%	3%	10%	1%
CC(=O)c1ccc(NC(=O)CNc2cc(S(=O)(=O)N3CCOCC3)ccc2N2CCCC2)cc1	0%	·	-15%	1%	-3%	-1%	-14%	-3%	·	·	·
COc1ccc(C2=NOC(C(=O)NCCCN3CCOCC3)C2)cc1 (stereo not given)	-6%	11%	·	0%	6%	0%	-2%	0%	-11%	-20%	0%
CN1C2C=C3C(C#N)=C(N)C(C#N)(C#N)[C@@H](c4cccs4)C3C1CC2 (stereo not given in full)	-1%	4%	-2%	11%	6%	4%	-10%	8%	?	-20%	-4%

Screening results deposited in PubChem BioAssay by National Center for Advancing Translational Sciences (NCATS).

An excerpt (hit frequency here may not be typical).
